# Bioassay records as filed in PubChem BioAssay.
# Vif imaging – HIV Vif inhibition | inhibition, % at 7.49 µM | AID 602346 | actives 0.35% (n = 340,000) | HEK293T cells, Vif self-association by quenched fluorescence, imaging, 24 h; in the data active = inhibition above about 50%, passing the limit was not always enough; inconclusive = no clear call, values can overlap the other calls; inactive = below about 31%; also: some results filed as inactive read as strong as hits
# NR2E3 ag-1 – human photoreceptor-specific nuclear receptor agonism. Q9Y5X4. CHO-S Gal4-NCOR/VP16-NR2E3 two-hybrid, luciferase. inhibition of corepressor binding, % at 3.98 µM. actives 0.35% (n = 360,000). AID 602229;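 active = inhibition above the mean of all tested compounds plus 3 SD, cut at about 70% in these data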;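 also: 0% = DMSO with NR2E3 transfected cells and 100% = cells lacking NR2E3 construct; higher means lower luciferase signal from less NR2E3 corepressor binding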
# Target sequence (Q9Y5X4 whole entry, looked up, the tested form may be a part): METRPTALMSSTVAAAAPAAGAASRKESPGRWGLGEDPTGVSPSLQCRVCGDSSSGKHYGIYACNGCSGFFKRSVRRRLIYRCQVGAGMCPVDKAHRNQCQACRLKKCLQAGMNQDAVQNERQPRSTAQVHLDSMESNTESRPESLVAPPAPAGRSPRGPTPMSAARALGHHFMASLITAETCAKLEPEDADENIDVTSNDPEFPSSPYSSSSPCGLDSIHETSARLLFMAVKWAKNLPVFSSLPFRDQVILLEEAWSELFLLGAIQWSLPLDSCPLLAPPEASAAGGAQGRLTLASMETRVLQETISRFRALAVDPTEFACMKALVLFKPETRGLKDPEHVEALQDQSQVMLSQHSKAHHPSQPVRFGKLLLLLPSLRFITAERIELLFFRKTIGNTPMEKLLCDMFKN
# CF NFkB block – cystic fibrosis NF-kB activation inhibition | actives 0.86% (n = 360,000) | KKLEB NF-kB-GFP reporter, PAF-induced, GFP fluorescence overnight | inhibition, % at 5 µM;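 active = at least 50% inhibition at 5 µM, scaled per plate between neutral and stimulator controls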;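 also: PAF is a Pseudomonas aeruginosa culture filtrate used as stimulus; plate controls were PAF-stimulated DMSO wells for no effect and unstimulated DMSO wells for full effect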
# PDI inh – PDI (human) enzyme inhibition; actives 0.052% (n = 350,000); AID 588391; inhibition, % at 10 µM; PDI insulin aggregation turbidity, A650, 90 min;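 active = mean inhibition across replicates of 30% or more, whatever share of single replicates reach that level; inconclusive = mean inhibition below 30% while every single replicate reaches 30%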;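 also: absorbance from insulin aggregation driven by PDI reduction with DTT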
# Target sequence (P07237 whole entry, looked up): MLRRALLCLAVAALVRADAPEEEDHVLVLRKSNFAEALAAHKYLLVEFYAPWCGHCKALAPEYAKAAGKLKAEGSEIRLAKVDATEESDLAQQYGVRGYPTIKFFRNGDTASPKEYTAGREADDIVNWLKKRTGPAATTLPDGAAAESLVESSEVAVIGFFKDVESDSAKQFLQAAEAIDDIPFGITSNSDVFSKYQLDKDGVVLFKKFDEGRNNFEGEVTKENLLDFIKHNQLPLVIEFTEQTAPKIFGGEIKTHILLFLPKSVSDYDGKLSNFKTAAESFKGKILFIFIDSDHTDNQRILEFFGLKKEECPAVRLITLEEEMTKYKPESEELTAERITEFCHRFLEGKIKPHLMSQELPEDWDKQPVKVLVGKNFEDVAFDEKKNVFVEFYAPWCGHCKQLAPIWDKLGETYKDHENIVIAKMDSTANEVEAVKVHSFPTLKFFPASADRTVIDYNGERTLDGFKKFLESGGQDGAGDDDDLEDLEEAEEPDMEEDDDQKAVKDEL
# Shn3 3UTR inh – reduces Shn3 3'UTR luciferase signal in osteoblasts; inhibition, % at 12.5 µM; AID 588674; Clone20 osteoblast Shn3 3'UTR firefly luciferase, 24 h; actives 0.52% (n = 360,000);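 active = mean inhibition of at least 75% with every replicate also reaching 75%; inconclusive = mean inhibition at least 75% but some replicate below; inactive = mean inhibition below 75%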;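 also: 0% = median of neutral control wells and 100% = pilot-screen positive control compound; some compounds past the cut are filed as inactive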
# Peg3 promoter – reduces Peg3 promoter-driven luciferase expression in HeLa; HeLa PEG-Prom luciferase reporter, luminescence, overnight; inhibition, % at 20 µM; actives 1.7% (n = 360,000); AID 588405;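 active = inhibition of at least 50% at 20 µM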
# CaV13 FRET inh – Disruptors of the CACNA1D IQ motif to Ca2+-dependent inactivation inhibitor domain association, primary screening, Förster resonance energy transfer in intact living …; inhibition, % at 12.3 µM; actives 0.098% (n = 340,000); HEK cells, CFP/YFP FRET ICDI-IQ, plate reader, 10 min; percent FRET-ratio fall versus neutral wells;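 active = mean replicate inhibition of at least 30% and at least 1% of replicates passing that level; inconclusive = only one of the two criteria is met; inactive = neither criterion is met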;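 also: 0% = median of the neutral control wells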
# HIF-2a inh – inhibitors of HIF-2a. 786-0 RCC cells HIF-2a reporter, luciferase luminescence, overnight. AID 624352. actives 0.72% (n = 360,000). inhibition, % at 18.8 µM;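 active = inhibition of the luminescence signal of 40% or more relative to plate controls, in a single-dose primary screen at 18.75 µM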
# TRPM1 prom inh – reduces MITF-dependent TRPM1 promoter luciferase signal; inhibition, % at 12.5 µM; actives 0.83% (n = 330,000); SK-MEL-5 TRPM1 promoter luciferase, 24 h;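 active = mean inhibition across replicates of 60% or more, whatever share of single replicates reaches that level; inconclusive = some that reach 60%, reason not given; inactive = mean inhibition across replicates below 60%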; also: values of inactives mirror those of a sister screen read the other way
# NR2E3 ag-2 – agonists of human nuclear receptor NR2E3; Q9Y5X4; GST-NR2E3/biotin-RetCOR TR-FRET, 1536-well; inhibition of corepressor binding, % at 4.78 µM; actives 0.12% (n = 320,000); AID 2300;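 active = percent inhibition above the cutoff of mean plus 3 SD of all tested compounds, set per screening campaign, cut at about 20% in these data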;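 also: 0% = DMSO wells and 100% = biotin wells as full block of FRET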
#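 Material: NR2E3–RetCOR corepressor complex | Quantity: 1.35 nM GST-tagged NR2E3 final | Schedule: 5 h at 4 °C | Replication: Singlicate compound wells | Reagent: RetCOR corepressor, biotinylated, 7 nM | Controls: Biotin wells as high control, 0.6% DMSO wells as low control | Signal: TR-FRET, Eu(K)-anti-GST donor, streptavidin-D2 acceptor, ex 340, em 617/671 nm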
# KKLEB cytotox – counter-screen for CF NF-kB inhibitors: cytotoxicity; KKLEB CF airway cells viability, ATPlite luminescence, overnight; active compounds read low; cells stimulated with P. aeruginosa culture filtrate; activity change (cytotoxicity), % at 5 µM; actives 0.36% (n = 360,000); AID 602141;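 active = corrected activity change at or below -50% at 5 µM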
# An asterisk follows results filed as active; ? = inconclusive; . = no result given.
SMILES,Vif imaging,NR2E3 ag-1,CF NFkB block,PDI inh,Shn3 3UTR inh,Peg3 promoter,CaV13 FRET inh,HIF-2a inh,TRPM1 prom inh,NR2E3 ag-2,KKLEB cytotox
CCN1C(=O)[C@H]2[C@@H](c3ccc(-c4ccc(F)cc4)c(OC)c3)N3CCCC[C@@]3(C(=O)OC)[C@H]2C1=O,-4,-4,5,2,18,50,-3,-6,2,.,-4
COc1ccc(S(=O)(=O)NCc2ccc(C(=O)NCCN(C)Cc3ccccc3)cc2)cc1,.,-7,-4,1,12,9,-9,2,.,.,6
NC(=O)c1cc([N+](=O)[O-])ccc1NCc1ccc(O)cc1,?,37,-9,-13,11,-27,-3,-89,-15,1,23
COc1ccc(CN2CCC(=O)N([C@H](CO)c3ccccc3)CC2)cc1,2,5,24,-29,-21,6,-5,11,-10,-1,-17
Cc1c(C(=O)OCC(=O)Nc2ccc(C(=O)N(C)C)cc2)oc2ccccc12,.,-11,7,-6,10,1,-9,15,11,4,-26
COCCCNC(=O)C1CCCN(S(=O)(=O)c2cccc3nsnc23)C1 (stereo unspecified),-9,-13,6,-5,-16,-5,-2,2,-5,1,11
CC(N=Cc1ccccc1O)c1ccccc1 (stereo unspecified),2,2,0,5,1,3,-8,12,12,0,-12
Fc1ccccc1-c1csc(=Nc2cccnc2)n1CCCn1ccnc1,-1,-14,66*,-6,52,-67,-3,-33,-10,2,-13
COc1ccccc1C(=O)COC(=O)CCNS(=O)(=O)c1ccc(C)c(C)c1,12,9,-12,-13,-13,13,-8,1,-7,2,5
O=C(CC1NC(=O)NC1=O)NC1(C(=O)NC2CCCCC2)CCCCC1 (stereo unspecified),1,-8,10,-22,-6,5,-1,1,-4,4,-1
O=S(=O)(c1ccccc1)c1nc(Nc2ccccc2N2CCOCC2)sc1Cl,-4,-8,-14,-3,4,19,-9,-13,-11,4,8
COc1ccc(C(NC(=O)N2CC(C)OC(C)C2)C(Cl)(Cl)Cl)cc1F (stereo unspecified),-9,18,30,-19,15,13,-7,14,-9,-3,-12
CCOC(=O)N1CCN(C(=O)Cc2ccccc2OC)CC1,-2,-5,14,2,-4,19,-5,10,4,0,2
Cc1ccccc1-n1nc2c(c1NC(=O)c1ccc(S(=O)(=O)N(C)C)cc1)CSC2,5,0,1,-9,15,16,-5,20,12,0,0
CC1CC(=O)Nc2ccccc2N1S(=O)(=O)c1ccccc1 (stereo unspecified),4,-10,9,13,-2,11,.,25,12,0,-9
CC(=O)Nc1cccc(/C(C)=N/NC(=O)c2ccc(CN3CCOCC3)cc2)c1,-4,-22,-1,1,-6,3,-3,11,-31,4,-7
O=S(=O)(NC1CCCC1)c1ccc(S(=O)(=O)N2CCN(c3ccccc3)CC2)cc1,-5,-22,-8,-2,11,21,-5,9,4,5,-9
Cc1cc2c(c(=O)n1CC1CCCO1)C(c1ccc3c(c1)OCO3)C(C#N)=C(N)O2 (stereo unspecified),-9,0,12,4,10,10,.,24,-5,1,-11
Cc1noc(/C=C/c2ccco2)c1S(=O)(=O)N1CCC(C(=O)N(C)Cc2ccccc2)CC1,2,-3,-5,7,27,6,-5,12,-1,-2,9
CN(c1ccccc1C(=O)Nc1ccc(CC#N)cc1)S(=O)(=O)c1ccccc1,0,-2,-2,-8,14,15,-4,21,-2,0,-16
Clc1ccc(OCCCn2cncn2)cc1Cl,20,-12,18,1,-2,-13,-5,7,-7,-1,-6
Cn1cccc1/C=C1\SC(=S)N(NC(=O)c2ccccc2Cl)C1=O,.,-1,5,0,-2,-11,-8,4,5,0,0
CC1CCN(S(=O)(=O)c2ccc(C(=O)NCc3ccc4c(c3)OCO4)cc2)CC1,4,10,-2,-7,21,32,-8,16,15,1,12
CC(=O)C1=CCC(c2cccc(Cl)c2)N(S(=O)(=O)c2ccc(C)cc2)C1 (stereo unspecified),18,-18,6,.,-10,15,-3,-30,.,.,-10
Cc1cccc(C(=O)Nc2ccc(C(=O)/C=C/c3cccs3)cc2)c1,1,-20,-2,26,6,-39,-5,-134,-20,-8,6

# Other results.
SMILES,Vif imaging,NR2E3 ag-1,CF NFkB block,PDI inh,Shn3 3UTR inh,Peg3 promoter,CaV13 FRET inh,HIF-2a inh,TRPM1 prom inh,NR2E3 ag-2,KKLEB cytotox
Fc1ccccc1-c1nc(-c2ccncc2)no1,-5,-126,-8,0,-92,-236,-2,-268,-90,2,10
CCN(CC)C(=O)C1=C(C)N(Cc2ccccc2)C(=O)C(CC(=O)NC2CCCC2)C1 (stereo unspecified),-1,-30,-21,1,0,-18,-7,6,.,.,17
C[C@@H]1CN([C@H](C)CO)C(=O)c2cc(NC(=O)Nc3ccc(C(F)(F)F)cc3)ccc2O[C@H]1CN(C)Cc1ccc(Cl)c(Cl)c1,3,-41,0,11,25,47,-4,-15,50,.,0
O=C(Cn1nc(C(=O)O)c2ccccc2c1=O)NCC1CCCO1 (stereo unspecified),-4,-11,-20,-10,4,15,-5,10,1,-1,6
Cc1cccc(/C=N/Nc2cc(N3CCOCC3)nc(N3CCOCC3)n2)c1,-9,61,-4,-6,73,49,16,-13,-42,2,-7
CC(=O)c1ccc(OCCCCOc2ccc(C(C)=O)cc2)cc1,2,-4,-24,-3,19,0,-19,9,3,5,13
Cc1ccc(OCC(=O)N/N=C\c2ccc(C)o2)c([N+](=O)[O-])c1,-24,-18,-4,-9,-4,-2,3,-16,-7,.,-6
Clc1ccc(/C=N/c2c(-c3ccco3)nc3ccccn23)cc1,2,-30,-5,5,0,-148,-7,-118,-56,9,3
COc1ccc(C2=NS(=O)(=O)N(C)C(C(=O)NC(C)c3ccccc3)=C2)cc1 (stereo unspecified),-7,-3,-8,.,-8,17,1,4,.,-1,4
COc1ccc(CN2C(=O)CS(=O)CC2=O)cc1OC,11,-9,-6,1,0,2,-4,14,2,3,-4
CNC(=S)N(Cc1cccs1)Cc1cc2cc(OC)c(OC)cc2[nH]c1=O,4,0,-19,0,-10,18,-14,24,-17,-2,8
CCNC(=S)NNC(=O)c1csc2ccccc12,3,-12,-2,5,-7,-67,-8,-83,-5,0,-6
Cc1ccc2[nH]c(=O)c(CN(CCCN3CCOCC3)Cc3nnnn3C3CCCC3)cc2c1,-1,-10,6,1,7,12,-9,-2,-9,-1,-17
COC(=O)c1ccc(C)c(NC(=O)CCn2[nH]c(=O)ccc2=O)c1,6,8,-5,6,-7,0,-5,-7,-4,.,-1
COc1ccc(CN2CCN(Cc3cccc(OC)c3)C(CCO)C2)cc1 (stereo unspecified),-9,-10,13,-6,-13,15,-4,11,-8,-2,-7
CC(=O)N1CCN(S(=O)(=O)c2cccc(C(=O)OCC(=O)N3CC(=O)Nc4ccccc43)c2)CC1,1,5,-1,1,0,3,-3,11,-7,3,14
COCCCNC(=S)N1CCCC(c2nc3cc(C)c(C)cc3[nH]2)C1 (stereo unspecified),-5,14,-11,-4,6,5,-5,7,-1,1,-3
CC(C)c1ccc(CCNC(=O)c2ccc([N+](=O)[O-])cc2)cc1,-4,21,-4,10,37,19,-2,7,-1,-1,1
CCn1c(=O)n(CC)c2cc(NC(=O)CSc3ccc([N+](=O)[O-])cn3)ccc21,1,-24,4,-4,-12,15,-5,4,12,0,3
CSCC[C@H](NC(=O)C(C)Oc1ccc(Cl)cc1)c1nc2ccccc2[nH]1 (stereo partly specified),-8,11,5,4,11,30,-5,22,5,1,-2
CCN(CC)S(=O)(=O)c1cc(C(=O)Nc2cc(C)on2)c(Cl)cc1Cl,1,8,2,-5,-7,3,3,29,9,-1,6
CN(C(=O)c1ccc(Cl)c(S(=O)(=O)N2CCOCC2)c1)c1ccccc1C(=O)O,1,-7,-11,-4,-9,6,-8,12,-3,-4,5
COC(=O)c1cc(NC(=O)Nc2cc(OC)ccc2OC)cc(C(=O)OC)c1,-2,7,5,1,-7,31,-4,16,-7,-1,-2
CCOC(=O)Nc1cc(C(=O)OC)ccc1C,6,-2,-18,-11,-15,31,-6,-4,-8,2,-3
O=C(O)c1ccccc1NC(=O)c1cc2ccccc2oc1=O,8,-25,-1,-13,-32,-124,?,-181,-7,.,-5

# Carrying on:
SMILES,Vif imaging,NR2E3 ag-1,CF NFkB block,PDI inh,Shn3 3UTR inh,Peg3 promoter,CaV13 FRET inh,HIF-2a inh,TRPM1 prom inh,NR2E3 ag-2,KKLEB cytotox
O=C(NNC(=S)Nc1cccc(C(F)(F)F)c1)c1cccc(Cl)c1,-26,-4,51*,2,4,-11,-18,-56,6,2,-26
c1cnc(NCCSSCCNc2ncccn2)nc1,7,-28,-20,2,-17,14,-9,15,.,.,3
CC1CCN(S(=O)(=O)c2ccc3c(c2)oc(=O)n3CC(=O)NCc2ccc3c(c2)OCO3)CC1,-16,20,-9,12,45,-1,-6,7,21,-1,0
COc1ccc(-c2nc(C)c(C(C)=O)n2O)cc1,.,-18,-3,12,-6,-4,-6,-27,-7,0,-31
CCc1ccccc1NC(=O)CNC(=O)c1cn(Cc2ccccc2)nc1-c1cccnc1,26,16,-46,13,2,14,-3,15,6,4,14
Cc1ccc(OCCC(=O)Nc2ccc(S(=O)(=O)N3CCCC3)cc2)cc1,-2,-16,1,-2,7,23,-2,5,-7,4,-4
Clc1ccc2nc(C3CCCCC3)c(Cc3ccccc3)n2c1,.,4,-10,.,-7,-5,-6,-4,.,.,-19
COc1ccc(S(=O)(=O)N2CCC(C(=O)N[C@@H](C)C(=O)NCc3ccco3)CC2)cc1,7,-23,-7,0,-2,-9,-14,-9,.,.,6
Cc1ccc(NCc2nc3ccccc3n2C)cc1C,-4,-99,-16,11,-126,-247,-2,-260,-41,4,10
CC(=O)c1cccc(N(CC(=O)Nc2cc(C)cc(C)c2)S(C)(=O)=O)c1,-1,-6,0,-2,0,-6,-5,-2,-4,-1,0
CCOC(=O)N1CCN(C(=O)CSCC(=O)Nc2nc(-c3ccc4c(c3)OCO4)cs2)CC1,-7,-39,-10,2,-35,-171,.,-128,-15,-5,-8
CSc1ncccc1C(=O)OCC(=O)Nc1ccc(S(=O)(=O)N2CCCC2)cc1,-2,16,5,-7,-35,16,-16,20,-6,1,-4
CCOc1ccc(S(=O)(=O)NCCc2cn3ccccc3n2)cc1,.,-16,-2,-2,4,17,-5,12,-5,1,4
N=c1sccn1CC(=O)Nc1ccc(Cl)cc1[N+](=O)[O-],.,-30,-1,-8,-7,-2,-6,-8,9,-3,6
O[C@@H]1CN(C2CCN(Cc3ccccc3)CC2)CC[C@H]1N1CCCCCC1,2,20,-13,-3,-7,-13,-22,7,6,.,2
